Bioassay records deposited in PubChem BioAssay by National Center for Advancing Translational Sciences (NCATS).
MmCpn inh: inhibitors of Methanococcus maripaludis chaperonin (MmCpn); purified Mm-Cpn ATPase, ADP Transcreener TR-FRET; Potency, µM (series often up to 76.9 µM), for the others: at the highest dose activity, negative = inhibition, usual class: inhibitors; actives 0.031% (n = 330,000); AID 504842; note: potency is the fitted concentration of half-maximal effect; % is set by controls: 0 for no effect and ±100 for the full control effect; nearly all actives have a fitted effect of over 80% in size
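Quantitative HTS used 25 nM Mm-CPN and 10 uM ATP in magnesium/KCl Tris buffer, pH 7.4, with 1 mM DTT. Hydrolysis ran 30 min at 37°C; ADP was read by HTRF.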
PI5P4K alpha inh: PI5P4K alpha (human) kinase inhibition. PI5P4Kalpha enzyme, ADP-Glo luminescence, 60 min; hits give low values. P48426. AID 652105. max response, %. actives 1.2% (n = 330,000); active = max response of -50% or lower; inconclusive = between -30% and -50%; inactive = -30% or higher; note: value at the top dose of about 77 µM; % is set by controls: 0 for no effect and ±100 for the full control effect
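Compounds were pin-transferred onto PI5P4Kalpha and substrate in HEPES pH 7.4 buffer with EGTA, CHAPS and 5% DMSO. ATP (5 microM final) started the reaction, which ran 60 minutes at room temperature before ADP-Glo detection.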
PLK1 PBD inh: inhibitors of human PLK1 polo-box domain binding; P53350; Plk1 PBD binding of FITC phosphopeptide, fluorescence polarization; Potency, µM, without a hit: max response, negative = inhibition, most hits filed as inhibitors; actives 2.8% (n = 360,000); note: potency is the fitted concentration of half-maximal effect; series mostly up to about 57 µM; % is set by controls: 0 for no effect and ±100 for the full control effect; nearly all actives have a fitted effect of over 65% in size
CCT modulator: modulators of cytosolic chaperonin (CCT/TRiC) activity. purified chaperonin ATPase assay, HTRF ADP detection, 30 min. activity change, % (concentration not given with the values), hits read low. actives 0.3% (n = 360,000). AID 651819; in the data active = activity change below about -30%; note: % is set by controls: 0 for no effect and ±100 for the full control effect
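First, chaperonin was dispensed at 40 nM or 20 nM final depending on batch activity. Next, compounds were pinned at 76 uM and ATP added at 10 uM. After 30 min at 37 °C, ADP detection reagents ran 30 min at ambient temperature.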
EPAC2 antag: antagonists of human EPAC2 | actives 0.18% (n = 360,000) | EPAC2 GEF exchange of Rap1B-BODIPY-GDP, fluorescence | Q8WZA2 | Potency, µM (doses to about 114 µM), for the others: top-dose activity, negative = inhibition, hits mostly inhibitors; note: potency is the fitted concentration of half-maximal effect; % is set by controls: 0 for no effect and ±100 for the full control effect; nearly all actives have a fitted effect of over 45% in size; many of its hits are not listed in these tables
EPAC1 ag: activates human EPAC1 exchange factor. O95398. EPAC1 agonist qHTS, biochemical assay; response scale: 100% = response to 6.5 mM cAMP. Potency, µM (series often up to 154 µM), inactives show at the top dose activation, most hits filed as activators. actives 0.073% (n = 360,000); note: potency is the fitted concentration of half-maximal effect; nearly all actives have a fitted effect of over 60% in size
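EPAC1 100 nM, Rap1B–BODIPY-GDP 250 nM, unlabeled GDP 50 uM; compound titration; 5 min RT; kinetic read ex480/em540 at 5-min intervals ×30 min; data normalized to 6.5 mM cAMP agonist control.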
WRN inhibitor: blocks human WRN helicase; Q14191; WRN helicase unwinding, fluorescent forked duplex, kinetic; Potency, µM (top dose mostly 114 µM), for inactives: at the highest dose activity change, negative = inhibition, most hits filed as inhibitors; actives 0.46% (n = 360,000); AID 651768; note: potency is the fitted concentration of half-maximal effect; % is set by controls: 0 for no effect and ±100 for the full control effect; nearly all actives have a fitted effect of over 55% in size
Target sequence (Q14191 whole entry, looked up): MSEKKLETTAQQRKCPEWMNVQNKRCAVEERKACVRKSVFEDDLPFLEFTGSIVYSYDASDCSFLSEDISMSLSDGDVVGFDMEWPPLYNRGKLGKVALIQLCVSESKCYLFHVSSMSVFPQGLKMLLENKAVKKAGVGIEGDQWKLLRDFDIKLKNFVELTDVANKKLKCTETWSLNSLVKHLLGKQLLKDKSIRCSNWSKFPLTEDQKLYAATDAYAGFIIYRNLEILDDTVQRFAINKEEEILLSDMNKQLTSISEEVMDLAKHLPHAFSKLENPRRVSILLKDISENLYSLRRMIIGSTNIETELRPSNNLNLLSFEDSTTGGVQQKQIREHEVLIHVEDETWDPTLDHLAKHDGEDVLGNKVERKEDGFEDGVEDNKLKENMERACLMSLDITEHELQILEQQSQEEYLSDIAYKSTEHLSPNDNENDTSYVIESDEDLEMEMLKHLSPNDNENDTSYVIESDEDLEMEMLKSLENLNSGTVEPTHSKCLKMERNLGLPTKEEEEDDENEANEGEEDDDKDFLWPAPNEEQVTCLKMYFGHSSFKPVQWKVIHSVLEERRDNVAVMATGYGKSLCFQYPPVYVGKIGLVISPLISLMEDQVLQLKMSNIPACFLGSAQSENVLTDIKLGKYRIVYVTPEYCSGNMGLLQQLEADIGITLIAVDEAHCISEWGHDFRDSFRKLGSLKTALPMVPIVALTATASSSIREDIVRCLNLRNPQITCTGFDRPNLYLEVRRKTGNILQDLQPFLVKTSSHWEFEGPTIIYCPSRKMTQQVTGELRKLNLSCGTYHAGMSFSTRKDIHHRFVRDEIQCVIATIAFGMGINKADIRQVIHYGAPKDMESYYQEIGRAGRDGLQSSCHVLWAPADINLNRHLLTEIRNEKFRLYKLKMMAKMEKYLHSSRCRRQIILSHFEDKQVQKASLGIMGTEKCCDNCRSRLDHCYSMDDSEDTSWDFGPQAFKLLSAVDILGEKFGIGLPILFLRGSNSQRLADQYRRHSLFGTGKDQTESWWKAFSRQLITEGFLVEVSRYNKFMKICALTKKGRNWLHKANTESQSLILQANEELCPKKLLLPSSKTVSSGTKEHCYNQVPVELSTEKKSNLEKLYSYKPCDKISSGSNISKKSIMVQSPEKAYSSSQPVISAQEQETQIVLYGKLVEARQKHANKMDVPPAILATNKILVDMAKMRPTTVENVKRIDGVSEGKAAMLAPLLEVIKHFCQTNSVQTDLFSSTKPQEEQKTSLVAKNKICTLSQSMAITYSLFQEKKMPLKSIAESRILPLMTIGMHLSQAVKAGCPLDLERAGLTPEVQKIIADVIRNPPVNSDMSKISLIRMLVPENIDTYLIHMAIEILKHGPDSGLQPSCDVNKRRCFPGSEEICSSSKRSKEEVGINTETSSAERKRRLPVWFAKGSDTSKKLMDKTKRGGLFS
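Screening of the MLSMR collection measured strand separation of a quenched forked DNA duplex (100 nM) by 20 nM WRN with 2 mM ATP, all final. Compounds were preincubated with enzyme 15 min at room temperature.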
EPAC1 antag: antagonists of human EPAC1; EPAC1 GEF assay, Rap1b-BODIPY-GDP exchange fluorescence; AID 720709; Potency, µM (series often up to 115 µM), for the others: at the top dose activity change, negative = inhibition, hits mostly inhibitors; actives 0.14% (n = 360,000);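 note: potency is the fitted concentration of half-maximal effect; plate controls were vehicle for no effect and positive control for full effect; nearly all actives have a fitted effect of over 50% in size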
* marks the source's active call; other numbers are inactive results; u = inconclusive; x = no result given; [ ] = another dose, or the depositor's remark. Unless noted, calls come from the whole dose curve; as a rule, active = well fitted curve in the direction sought with a large enough effect; inconclusive = small, poorly fitted or top-dose-only effect, or another doubt; inactive = no such curve, though single readings can be large; an effect the other way counts as inactive or inconclusive.

The opening 4 entries, to show the layout:
SMILES | MmCpn inh | PI5P4K alpha inh | PLK1 PBD inh | CCT modulator | EPAC2 antag | EPAC1 ag | WRN inhibitor | EPAC1 antag
Cc1cc(C(=O)COC(=O)C23CC4CC(CC(O)(C4)C2)C3)c(C)n1C | 0.6% | -9.8 | 2.3% | -1.0 | 21.1% | 7.8% | -20.0% | 2.7%
CC(=O)c1cc(C#N)c(NCCCN(C)C)nc1C | 1.8% | 0.3 | -7.2% | -1.8 | 3.3% | 6.6% | -6.0% | 13.4%
COCCCNC(=O)COc1ccc(S(=O)(=O)NCc2ccccc2)cc1Cl | -9.6% | -5.8 | -7.1% | -1.1 | -1.4% | -9.4% | -12.5% | 2.6%
Cc1cc(N2CCN(S(=O)(=O)c3ccccc3)CC2)nc2c(C)cccc12 | -6.4% | 19.3 | -3.4% | 1.5 | -8.1% | 17.2% | -9.2% | -7.2%

All compounds of this part, repeating the preview:
SMILES | MmCpn inh | PI5P4K alpha inh | PLK1 PBD inh | CCT modulator | EPAC2 antag | EPAC1 ag | WRN inhibitor | EPAC1 antag
Cc1cc(C(=O)COC(=O)C23CC4CC(CC(O)(C4)C2)C3)c(C)n1C | 0.6% | -9.8 | 2.3% | -1.0 | 21.1% | 7.8% | -20.0% | 2.7%
CC(=O)c1cc(C#N)c(NCCCN(C)C)nc1C | 1.8% | 0.3 | -7.2% | -1.8 | 3.3% | 6.6% | -6.0% | 13.4%
COCCCNC(=O)COc1ccc(S(=O)(=O)NCc2ccccc2)cc1Cl | -9.6% | -5.8 | -7.1% | -1.1 | -1.4% | -9.4% | -12.5% | 2.6%
Cc1cc(N2CCN(S(=O)(=O)c3ccccc3)CC2)nc2c(C)cccc12 | -6.4% | 19.3 | -3.4% | 1.5 | -8.1% | 17.2% | -9.2% | -7.2%
C/C(=N\NC(N)=O)c1c(F)cccc1F | 1.3% | -1.9 | 2.7% | -1.7 | 10.9% | -5.8% | -11.9% | -13.6%
CC(C)c1cc(C(=O)Nc2cccnc2)no1 | 1.6% | x | -0.5% | -0.3 | 8.4% | -1.9% | 7.0% | 16.9%
Cc1cc(C)nc(SCc2ccc(C(=O)N/N=C3\CCCC(=O)C3)cc2)n1 | 1.2% | 3.3 | 1.5% | 1.7 | 1.8% | 4.4% | 5.4% | 1.5%
CCOC(=O)CC1(NC(=O)c2cc(COc3c(F)cccc3F)on2)CCCCC1 | -0.4% | 7.1 | -0.6% | -1.5 | 2.7% | 1.7% | -2.0% | u
CCN(CC(=O)Nc1c(F)cccc1F)C(=O)CN(C)S(=O)(=O)c1ccc(F)cc1 | 0.5% | -5.3 | -3.1% | -5.9 | -4.9% | -5.8% | 2.8% | 0.7%
C[C@@H]1CCCCO[C@@H](CN(C)C(=O)Cc2ccccc2)[C@@H](C)CN([C@H](C)CO)C(=O)c2cc(N(C)C)ccc2O1 | x | 5.5 | -25.7% | -1.6 | -6.0% | -15.3% | 4.9% | -26.2%
CCC(=O)NC(C)C(c1cccs1)N1CCOCC1 (configuration not stated) | x | x | -12.5% | -2.9 | -15.7% | -4.6% | -7.8% | -2.8%
Cc1cccc(Cn2c(=O)c3c(nc4n3CCN4Cc3ccco3)n(C)c2=O)c1 | u | 1.6 | -8.0% | -0.9 | -0.8% | 4.4% | 10.4% | 17.3%
Cc1ccc(C)c(N2CCN(C(=O)CCc3nc(-c4cccc(Cl)c4)no3)CC2)c1 | 2.1% | -4.9 | -3.5% | -8.7 | -7.9% | -7.4% | 4.4% | -14.4%
Cc1nn2c(-c3ccccn3)ccnc2c1Br | -2.9% | -7.5 | -8.6% | 0.5 | 12.8% | 0.6% | 1.9% | 4.3%
COc1cc2c(cc1NC(=O)COC(=O)Cn1cnc3ccccc31)oc1ccccc12 | 2.4% | -0.1 | -13.4% | -4.6 | -0.3% | 8.8% | -18.3% | -12.1%
COc1cc(C#Cc2c(C=O)n(C)c3ccccc23)cc(OC)c1 | -3.2% | 9.4 | -0.7% | -2.0 | -18.2% | 8.9% | -23.0% | 4.9%
O=C(c1cc(F)ccc1F)C1CCCN(C(=O)c2cccs2)C1 (configuration not stated) | 1.4% | -4.3 | 1.6% | -1.7 | 0.6% | -3.1% | -21.0% | 7.5%
COc1ccc2c(c1)CC(C(=O)Nc1ccc(Cl)cc1)/C(=N/O)O2 (configuration not stated) | -7.8% | 4.2 | -6.8% | -0.4 | 5.0% | 11.9% | 3.3% | -12.1%
CCN(CC)S(=O)(=O)c1ccc(N2CCCC2)c(NC(=O)c2ccc(OC)cc2OC)c1 | -0.3% | 1.0 | 0.2% | 1.5 | -2.2% | 6.9% | -5.3%[57.1 µM] | -25.3%
CCc1c(C)nc2ncnn2c1N1CCCC(C(=O)NCc2ccc3c(c2)OCO3)C1 (configuration not stated) | -0.4% | x | -8.3% | -1.5 | 8.5% | -2.8% | 2.2% | 15.3%
CCC(=O)Nc1ccc(NC(=O)CSc2nc3cc4c(cc3cc2C)CCC4)cc1 | -1.9% | x | -2.0% | -0.5 | 0.1% | 11.1% | -10.3% | -3.8%
Cc1sc2nc(CN3CCCC3)nc(N3CCN(S(=O)(=O)c4ccccc4)CC3)c2c1C | -7.4% | -8.0 | -14.2% | 0.0 | 22.3% | 0.9% | 0.2% | 8.5%
Cc1ccc(N2CCN(C(=O)Nc3cccc([N+](=O)[O-])c3)CC2C)cc1 (configuration not stated) | 1.5% | 8.2 | -8.0% | -2.7 | -7.0% | 3.3% | -4.1% | -3.2%
CC1=NOC(=O)/C1=C/c1ccc(N(C)C)cc1 | -1.5% | x | u | 1.1 | -1.3% | -1.0% | -35.7% | -4.6%
C=CCc1c(O)c(CC)cc2c(C)cc(=O)oc12 | -2.8% | 3.6 | 1.8% | -15.2 | -14.4% | 7.9% | -6.0% | 7.5%
Cc1ccsc1C(=O)OCC(=O)N1CC(=O)Nc2ccccc21 | 1.6% | -0.3 | -5.7% | 3.8 | 17.9% | -0.2% | -7.2% | 11.6%
CSc1ccccc1NC(=O)c1cc(C(C)C)on1 | -1.6% | -2.1 | u | 0.3 | 1.6% | 0.4% | -7.4% | 0.3%
C[C@H](NC(=O)c1nc[nH]c1C(=O)NCC(=O)OCc1ccccc1)c1ccccc1 | 0.2% | 4.2 | -1.5% | -1.1 | -14.1% | -5.2% | -16.8% | -17.1%
O=C(c1ccoc1)N1CCC2(CC1)Oc1ccc(Cl)cc1C(=O)C21CC(c2ccccc2)=NO1 (configuration not stated) | -2.6% | -3.5 | -17.1% | -0.4 | -6.7% | 7.2% | 2.2% | -1.5%
COc1ccc2oc(C(=O)OCC(=O)N(C)CC(=O)Nc3ccc(F)cc3)c(C)c2c1 | -1.2% | -23.1 | 2.2% | 0.2 | -4.1% | -1.5% | -10.8% | -6.3%
c1ccc(N2CCN(C3CC4CCC3C4)CC2)cc1 (configuration not stated) | -2.1% | -5.2 | 5.4% | 0.3 | 7.6% | 0.0% | 6.9% | 8.2%
COc1ccc(OC)c(/C=N/NC(=O)CCc2n[nH]c(=O)[nH]c2=O)c1 | -7.2% | -24.8 | -16.3% | 1.4 | 5.5% | 1.3% | -8.8% | -15.1%
COc1ccc(C2=NN(C(=O)c3ccccc3)C(c3ccc(OC)c(OC)c3)C2)c(O)c1 (configuration not stated) | 0.1% | 15.1 | -12.3% | -1.3 | -8.7% | 3.2% | -2.1% | 11.5%
CC(C)(C)S(=O)(=O)c1cnc2c(S(=O)(=O)c3ccccc3)cnn2c1N | 0.0% | 1.9 | -1.3% | -0.5 | -5.1% | 5.5% | -6.1% | 6.2%
CCOc1ccccc1N1CCN(CC(=O)N(C)CC(=O)Nc2ccccc2CC)CC1 | x | 0.6 | -1.8% | 2.9 | -2.4% | -0.5% | 16.9% | 4.4%
CC(C)N1CC=C2C(C#N)=C(N)C(C#N)(C#N)C(c3ccccc3)C2C1 (configuration not stated) | -3.2% | 0.7 | u | -1.1 | -21.4% | 26.7% | -5.8% | -9.2%
Cc1cc(NC(=O)c2cccs2)ncc1NC(=O)c1cccc(F)c1 | -0.5% | 3.5 | u | -0.7 | 2.5% | 4.5% | -2.0% | -5.0%
COC(=O)c1ccccc1COn1c(=O)c(C)[n+]([O-])c2ccccc21 | 2.7% | -4.3 | 0.2% | -0.8 | -0.2% | -2.2% | 6.3%[57.1 µM] | -4.1%
CN1CCN(C(=O)c2cn(-c3ccccc3)nc2-c2cccnc2)CC1 | 2.0% | -0.4 | 0.7% | 4.2 | -2.9% | -5.0% | -14.8% | -4.6%
CC(NC(=O)c1ccc(S(=O)(=O)C(F)F)cc1)c1ccccc1 (configuration not stated) | 0.3% | -12.3 | 23.8µM* | -1.4 | -2.1% | -0.2% | 5.8% | 7.4%
S=C(NCc1cccs1)Nc1cccc2ccccc12 | -0.3% | -9.7 | u | -2.4 | -10.3% | 11.5% | -3.9% | -1.4%
Cc1ccc(S(=O)(=O)N(C)C)cc1NS(=O)(=O)c1ccc(Cl)s1 | -0.5% | 3.8 | -2.9% | -0.6 | -20.3% | -3.2% | -16.0%[57.1 µM] | 1.8%
CCc1cccc2c(C=C(C#N)C#N)cn(CC(=O)N3CCCCCC3)c12 | -0.3% | x | -6.8% | -7.3 | 0.5% | 6.3% | -6.4% | 3.4%
COc1ccc(C(=O)c2c(C)c(CCC#N)n3ccccc23)c(OC)c1 | -0.7% | -11.4 | 29.9µM* | 1.5 | -12.3% | 7.0% | 1.7% | 2.8%
Cc1cccc(-n2c(-c3csc(C)c3C)n[nH]c2=S)c1 | 1.3% | -12.0 | -7.5% | 1.3 | 3.5% | -3.3% | -3.4% | 2.3%
O=C(CCCc1c[nH]c2ccccc12)N1CCN(S(=O)(=O)c2cccs2)CC1 | -0.3% | 1.6 | -1.6% | 1.4 | -8.5% | 0.0% | 0.1% | 0.0%
Cc1cccc(NC(=O)c2nc[nH]c2C(=O)N[C@@H](C)C(=O)OCc2ccccc2)c1 | 1.5% | 35.3 | 4.5% | -1.0 | 14.4% | -33.1%[inhibitor] | 1.0% | -9.6%

Arranged by the number under EPAC1 antag (descending): 3 from the list above.
mol | EPAC1 antag
COC(=O)c1ccccc1COn1c(=O)c(C)[n+]([O-])c2ccccc21 | -4.1%
COc1ccc2oc(C(=O)OCC(=O)N(C)CC(=O)Nc3ccc(F)cc3)c(C)c2c1 | -6.3%
CC(C)N1CC=C2C(C#N)=C(N)C(C#N)(C#N)C(c3ccccc3)C2C1 (configuration not stated) | -9.2%

Some of the compounds tested; rates above refer to the full screens.
